Bioassay records: PubChem BioAssay, several laboratories
VIM-2 inhibitor: VIM-2 metallo-beta-lactamase inhibitors, primary screen, biochemical, epi-absorbance readout, Pseudomonas aeruginosa enzyme. purified VIM-2, nitrocefin hydrolysis, epi-absorbance fluorescence. inhibition, % at 5.6 µM. 290,000 compounds, 0.89% hits. AID 1527, 2009;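 active = inhibition above the mean of all tested compounds plus 3 SD, cutoff set per screening run, cut at about 7.5% in these data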;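 also: red hydrolysis product quenches plate fluorescence so inhibitors raise well fluorescence; 0% = enzyme with DMSO and 100% = DMSO without enzyme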
pCIP destab: p/CIP-EGFP fusion destabilizers, primary screen, fluorescence, F442A cells; 290,000 compounds, 0.01% hits; Q05BA5; 16 h; decrease of EGFP signal, % at 10 µM;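 active = EGFP signal decrease of at least 30% at 10 µM or well 3 SD below plate mean, unless failing retest; inactive = the rest, including hits failing retest or dose response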; also: some compounds called inactive have numbers as strong as hits; many of its hits are not listed in these tables
Target sequence (Q05BA5 1-1403): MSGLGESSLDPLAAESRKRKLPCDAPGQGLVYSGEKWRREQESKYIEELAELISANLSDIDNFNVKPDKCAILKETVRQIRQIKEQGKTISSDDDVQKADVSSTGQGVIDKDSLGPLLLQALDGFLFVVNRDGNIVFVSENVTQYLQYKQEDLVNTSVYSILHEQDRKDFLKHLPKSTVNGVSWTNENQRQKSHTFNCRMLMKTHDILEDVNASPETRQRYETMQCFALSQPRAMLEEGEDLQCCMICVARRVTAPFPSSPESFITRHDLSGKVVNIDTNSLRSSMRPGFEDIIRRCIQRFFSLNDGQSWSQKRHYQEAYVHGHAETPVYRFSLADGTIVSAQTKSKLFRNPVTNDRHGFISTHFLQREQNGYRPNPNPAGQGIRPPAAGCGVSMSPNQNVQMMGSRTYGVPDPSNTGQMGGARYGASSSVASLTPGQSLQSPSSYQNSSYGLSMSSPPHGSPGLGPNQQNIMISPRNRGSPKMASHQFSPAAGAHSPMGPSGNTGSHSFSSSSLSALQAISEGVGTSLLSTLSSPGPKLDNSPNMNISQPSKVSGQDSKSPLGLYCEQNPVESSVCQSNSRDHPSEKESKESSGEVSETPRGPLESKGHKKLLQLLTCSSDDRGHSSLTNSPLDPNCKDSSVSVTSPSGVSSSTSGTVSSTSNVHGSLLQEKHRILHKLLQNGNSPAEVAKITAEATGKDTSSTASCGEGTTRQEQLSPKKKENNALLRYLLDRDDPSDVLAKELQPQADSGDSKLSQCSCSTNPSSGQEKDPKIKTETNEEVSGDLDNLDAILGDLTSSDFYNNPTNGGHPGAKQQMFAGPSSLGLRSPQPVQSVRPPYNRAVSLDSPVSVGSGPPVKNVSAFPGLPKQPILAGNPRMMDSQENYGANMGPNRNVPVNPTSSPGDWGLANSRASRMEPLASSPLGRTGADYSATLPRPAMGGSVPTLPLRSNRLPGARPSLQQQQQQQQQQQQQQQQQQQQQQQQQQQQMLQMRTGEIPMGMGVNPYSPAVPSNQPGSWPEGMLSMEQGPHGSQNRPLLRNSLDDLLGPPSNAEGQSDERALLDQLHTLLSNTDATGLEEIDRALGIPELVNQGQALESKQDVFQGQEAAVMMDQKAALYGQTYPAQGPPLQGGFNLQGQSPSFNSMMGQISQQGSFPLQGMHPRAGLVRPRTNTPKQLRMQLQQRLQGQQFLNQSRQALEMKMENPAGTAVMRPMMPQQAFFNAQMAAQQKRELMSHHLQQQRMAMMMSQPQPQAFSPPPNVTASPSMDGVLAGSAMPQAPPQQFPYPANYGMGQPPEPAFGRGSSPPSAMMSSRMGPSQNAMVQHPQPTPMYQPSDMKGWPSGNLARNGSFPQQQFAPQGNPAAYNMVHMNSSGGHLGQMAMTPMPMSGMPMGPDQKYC
PfM18AAP inh: PfM18AAP inhibitors, malaria aminopeptidase, primary screen, biochemical, QFRET, recombinant enzyme. inhibition, % at 7.35 µM. 290,000 compounds, 1.2% hits. H-Glu-NHMec fluorogenic cleavage. AID 1822, 2009;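 active = inhibition above the campaign mean inhibition over all tested compounds plus 3 SD, cut at about 28% in these data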;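 also: 0% = plate median of test compound wells and 100% = 2 mM ZnCl2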
DNA FID counter: compounds displacing fluorescent DNA intercalator, primary screen, artefact control for HCV NS3 helicase inhibitor project, biochemical, FID fluorescence. 290,000 compounds, 0.17% hits. AID 1845, 2009. inhibition, % at 7.9 µM. DNA fluorescent intercalator displacement; in the data active = inhibition above about 37%;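 also: 0% = vehicle and 100% = reference compound; higher means more ethidium bromide displaced from hairpin DNA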
NS3 helicase inh: inhibitors of HCV NS3 helicase, primary screen, biochemical, Cy5 molecular beacon fluorescence. Hepatitis C virus NS3 helicase. NS3 helicase DNA unwinding. inhibition, % at 10.9 µM. 290,000 compounds, 0.56% hits;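 active = inhibition above the mean of all tested compounds plus 3 SD, set per campaign, cut at about 35% in these data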;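 also: 0% = DMSO wells and 100% = thioflavine S control wells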
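Material: hepatitis C virus NS3 helicase domain fragment enzyme; measured by: Cy5 fluorescence, 0 and 60 min reads; control set: DMSO and thioflavine S; incubation: 60 min unwinding reaction at 25 °C after ATP addition; read-out basis: % inhibition from 60/0 min fluorescence ratio, DMSO 0%, thioflavine S 100%; repeats: singlicate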
IMP-1 inh: IMP-1 metallo-beta-lactamase inhibitors, primary screen, biochemical, epi-absorbance readout, Pseudomonas aeruginosa enzyme | metallo-beta-lactamase IMP-1 (Pseudomonas aeruginosa) | purified IMP-1, nitrocefin hydrolysis, epi-absorbance fluorescence | inhibition, % at 5.6 µM | 290,000 compounds, 0.45% hits | AID 1556, 2009;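 active = inhibition above the mean plus 3 SD of all compounds in the same screening run, cut at about 4.5% in these data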;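 also: 0% = IMP-1 with DMSO and 100% = DMSO wells lacking enzyme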
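assay system = purified recombinant IMP-1 metallo-beta-lactamase enzyme | schedule = 15 min preincubation plus 25 min reaction at 25 °C | signal = Epi-absorbance fluorescence, 480 nm excitation, 530 nm emission | read-out basis = percent inhibition from optical density relative to buffer-blank wells | controls = IMP-1 with DMSO as 0%, enzyme-free DMSO as 100%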
IDE act: human IDE activators in live cells, primary screen, fluorescence polarization, HEK cells, FAbeta-B substrate. Insulin-degrading enzyme (Homo sapiens), P14735. FAbeta-B cleavage; 0% vehicle, 100% cell-free pure enzyme wells. activation, % at 5.96 µM. 340,000 compounds, 0.073% hits. AID 493087, 2011;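 active = activation above the mean of all tested compounds plus 3 SD, set per screening campaign, cut at about 17% in these data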
IDE cell inh: human IDE inhibitors in live cells, primary screen, fluorescence polarization, HEK cells, FAbetaB substrate; Insulin-degrading enzyme (Homo sapiens), P14735; FAbetaB cleavage; inhibition, % at 5.59 µM; 320,000 compounds, 0.41% hits; AID 434962, 2010;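 active = percent inhibition above the average of all tested compounds plus 3 SD, set per screening campaign, cut at about 16% in these data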;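 also: IDE supplied by intact live HEK cells; FP after avidin binding of uncleaved biotin substrate so inhibition keeps polarization high; 0% = DMSO wells and 100% = 60 µM reference IDE inhibitor Ii1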
SUMO HTRF inh: inhibitors of in vitro SUMOylation cascade, primary screen, biochemical, HTRF, uHTS | SUMO-conjugating enzyme UBC9 (Homo sapiens), P63279 | HTRF SUMOylation assay, SAE1/SAE2 + UBC9 | inhibition, % at 35 µM | 290,000 compounds, 0.36% hits; in the data active = inhibition above about 50%, passing the limit was not always enough; also: strong numbers were not always called active
An asterisk follows results filed as active; · = not tested or not shown.

Screens in order – VIM-2 inhibitor	pCIP destab	PfM18AAP inh	DNA FID counter	NS3 helicase inh	IMP-1 inh	IDE act	IDE cell inh	SUMO HTRF inh
CCN(CC)CCNC(=O)c1ccc2c(=O)n(CCc3ccccc3)c(=O)[nH]c2c1
→ -0.6	-7.3	0.5	20.6	-9.1	-2.0	3.3	6.4	16.4
O=C(CCc1c[nH]c2ccccc12)NCc1ccncc1
→ -0.3	-12.2	-16.2	-9.7	-16.9	-0.4	-0.4	1.6	-0.6
CCCCN1C(=O)N(c2ccc(Cl)cc2)C(C)(O)CC1(C)C (stereo unspecified)
→ -2.3	-4.6	3.7	-27.4	12.7	-1.9	1.5	2.0	4.9
Fc1ccc(N2CCN(c3ccc4c(C(F)(F)F)cc(C(F)(F)F)nc4n3)CC2)cc1
→ -8.1	-12.6	7.2	-8.4	6.8	-3.0	2.4	-0.6	-21.2
Cc1cc(C)c(S(=O)(=O)N2CCN=C2c2ccccc2)c(C)c1
→ -1.2	-9.5	-4.2	-11.5	3.7	-2.8	1.9	4.0	16.9
Cc1cc2ncc(S(C)(=O)=O)c(N)n2n1
→ -5.2	-2.6	3.8	-2.6	-6.4	-3.9	11.3	-1.7	14.8
CSc1ccccc1NC(=O)CN(C)CC(=O)Nc1ccc(N2CCOCC2)cc1
→ -2.3	-3.2	-3.7	-33.4	4.6	-2.5	0.2	-2.0	17.3
CN1CCN(C(=O)c2ccccc2N(Cc2ccccc2)S(C)(=O)=O)CC1
→ -5.9	0.4	-0.9	0.3	4.9	-1.4	-4.6	0.2	-20.7
C=CCOc1c(Br)cc(CNn2nnnc2N)cc1OCC
→ -2.0	-10.7	3.5	-5.2	5.1	-2.0	0.0	-0.9	0.8
OCC1(CCOc2ccccc2)CCN(Cc2nc3ccc(F)cc3[nH]2)CC1
→ -2.6	4.0	7.7	20.9	-10.5	-2.8	-3.9	3.5	11.1
CC(NC(=O)c1ccccc1NC(=O)c1ccccc1)C(=O)N1CCOCC1 (stereo unspecified)
→ 0.7	3.4	2.1	-11.9	-10.0	0.8	2.6	2.8	-2.8
O=C(Nc1ccc(Br)cc1Cl)c1cnccn1
→ -0.1	-7.2	0.9	-5.6	7.1	-0.8	7.5	-1.1	15.4
COc1cc(C2C3=C(CC(C)(C)CC3=O)N(C)C(=O)N2C)cc(OC)c1OC (stereo unspecified)
→ -2.2	1.7	6.3	-8.4	6.9	-1.3	0.4	-0.4	5.7
COc1ccccc1C1/C(=C(/O)c2ccccc2)C(=O)C(=O)N1CCO (stereo unspecified)
→ 2.6	-0.6	7.5	1.5	-0.5	-3.6	0.6	1.4	-3.3
Clc1ccc2nc(N3CCN(c4ccccc4)CC3)sc2c1
→ -4.4	-3.4	2.3	1.6	1.7	-3.0	2.3	-2.6	15.3
CC(C)OC(=O)CSc1nc(-c2ccc(F)cc2)nc2ccc(F)cc12
→ -1.4	7.1	-3.9	-0.7	0.8	0.0	3.0	-2.0	-6.9
C=CCCN(C(CC(C)C)C(=O)OC)S(=O)(=O)c1cc(Br)ccc1Br (stereo unspecified)
→ ·	1.5	·	·	·	·	-4.0	4.8	-15.9
CC(=O)Nc1ccc(S(=O)(=O)N2CCC(C(=O)NCc3ccco3)CC2)cc1
→ -1.4	-8.6	1.5	0.3	-1.0	-0.8	11.9	-3.2	0.1
COCCn1c(SCC(=O)Nc2ccc(Cl)cn2)nc2ccccc21
→ -1.0	-11.3	-3.1	-14.7	2.1	-2.3	-2.8	5.0	-5.9
C#CCOCCOCCOCCNc1nc(N2CCOCC2)nc(N2CCN(C(=O)[C@H](C)n3cc(CCCN=C(N)N)nn3)CC2)n1
→ -1.3	-4.3	-2.2	1.1	-2.9	0.1	4.6	0.3	14.4
COc1ccc(C(=O)c2c(N)sc3c2CCN(C(=O)OC(C)(C)C)C3)cc1
→ -0.8	-3.7	9.3	-19.0	26.1	1.7	·	6.2	23.3
CCCNC(=O)c1ccc2c(=O)c(O)c(-c3ccc(C)cc3)[nH]c2c1
→ ·	-21.9	·	·	·	·	-0.6	-2.3	42.5
CC(/C=N\NC(=O)Cn1c(C)nc2ccccc21)=C\c1ccccc1
→ -4.0	-26.3	-9.6	-10.3	-3.5	-1.6	6.0	-0.9	31.5
NC(=O)COc1ncn(-c2ccccc2)n1
→ 0.4	-6.3	5.6	-2.4	8.4	-2.6	4.3	6.1	-8.7
Nc1ccc(OCC(O)C[n+]2ccc(CCS(=O)(=O)[O-])cc2)cc1 (stereo unspecified)
→ -1.5	-24.1	8.0	12.1	-8.5	-3.3	5.3	-1.4	15.1
COc1ccc(C2CCCN2C(=O)Nc2cccc(C(C)=O)c2)cc1OC (stereo unspecified)
→ -0.7	2.6	-1.8	-21.9	3.0	-2.6	0.8	5.8	-18.7
CCCCNC(=O)c1sc(=S)n(-c2ccccc2OC)c1N
→ 2.2	-29.7	-2.5	-4.4	4.5	0.6	2.0	3.9	4.5
Cn1c(SCC(=O)Nc2nccs2)nnc1C12CC3CC(CC(C3)C1)C2
→ -4.8	-1.2	4.5	-31.4	7.3	-4.2	7.3	1.1	11.8
CCOC(=O)c1ccc(NC(=O)Nc2ncccc2C)cc1
→ -0.6	5.4	-10.1	-2.8	-11.4	-0.6	3.5	1.7	6.7
COc1ccc2nc(C(C)O)[nH]c2c1 (stereo unspecified)
→ 1.1	-2.7	3.0	3.6	0.8	-3.8	5.8	12.2	15.1
CN1/C(=C\C(=O)CSc2cccc[n+]2[O-])C(C)(C)c2ccccc21
→ -3.2	-3.9	49.2*	-4.9	7.4	-2.7	5.5	-3.2	4.5
COc1ccc(/C=C/C(=O)NC(=S)N2CCCCC2)cc1OC
→ -1.4	3.0	1.1	-18.0	2.2	-1.7	2.8	-1.7	10.2
Cc1ccc(S(=O)(=O)N2CCCC(C(=O)NC3CC3)C2)cc1 (stereo unspecified)
→ -1.3	5.7	1.6	-6.5	-2.3	-2.0	-1.4	-7.8	-6.4
Cc1c(NC(=S)N/N=C/c2cccc(O)c2)c(=O)n(-c2ccccc2)n1C
→ 10.0*	13.3	9.0	-7.4	0.7	-2.3	3.9	0.9	9.6
COc1cc(C(=O)Nc2cc(C)c(OCC(=O)N3CCOCC3)c(C)c2)cc(OC)c1OC
→ -3.8	-17.9	-7.6	-28.3	-4.4	-4.2	-2.0	4.8	-4.2
Cc1ccc(CN2CCC(Oc3cccc(C(=O)N(C)CCN(C)C)c3)CC2)cc1C
→ -1.5	-3.4	-5.2	23.6	-14.6	-0.5	7.2	0.8	-4.5
CCn1c2ccccc2c2cc(CNCCCN3CCOCC3)ccc21
→ -1.9	-9.7	-6.4	46.9*	-53.1	-2.9	2.6	1.6	-0.5
Cc1cc(C)n(C(C[N+](=O)[O-])c2ccc(Cl)cc2)n1 (stereo unspecified)
→ -6.3	7.3	7.2	4.1	11.4	-5.1	-2.1	-0.5	-11.0
O=C(NCC(=O)N(CCN1CCOCC1)C(C(=O)NC1CCCC1)c1cccnc1)c1cccs1 (stereo unspecified)
→ -1.7	7.1	-6.0	1.0	-1.0	-2.0	5.8	2.9	2.2
CCCCn1c(O)c(N=NC(=O)c2ccccc2NS(=O)(=O)c2cccs2)c2ccccc21
→ 0.7	-7.4	1.9	0.6	-1.9	-7.1	-2.4	-1.0	22.2
Cc1c(C(=O)N2CCN(c3ccccn3)CC2)sc2ncnc(N3CCN(c4ccccc4)CC3)c12
→ -1.4	·	-1.2	8.7	-0.9	-3.4	0.5	1.3	·
O=C(CCNS(=O)(=O)/C=C/c1ccccc1)NCCc1c[nH]c2ccccc12
→ -0.7	-2.1	3.3	-17.3	-12.3	-2.2	-2.9	-2.6	-0.6
CCN(CC)S(=O)(=O)c1ccc(NC(=O)CSc2nnc(-c3cccc(OC)c3)n2C)cc1
→ -2.3	-15.5	-3.6	-35.7	0.8	-2.6	2.4	0.5	34.4
O=S(=O)(c1ccc(Br)cc1)N1CCCC1
→ -0.5	1.0	-0.4	-2.5	-13.4	-2.4	2.3	-2.6	25.7
O=C(NC(=S)Nc1ccccc1)c1ccc(-c2ccccc2)cc1
→ -1.3	-5.3	3.8	-1.1	8.4	-1.2	-1.4	-3.7	12.2
O=C(Cc1ccc(Cl)cc1)NCC(=O)N1CCCC1
→ -0.5	5.2	-3.6	-1.9	-3.9	-2.0	2.6	6.3	-5.9
CC(=O)Nc1ccc(S(=O)(=O)Nc2cccc(-c3ccc4nncn4n3)c2)cc1
→ -5.7	5.9	0.6	5.0	1.0	-5.9	4.8	-0.5	7.9
COc1ccccc1C1CC(=O)Nc2cc(C)c(C)cc21 (stereo unspecified)
→ -3.0	-13.0	2.3	-28.2	2.2	-5.8	-4.5	10.5	6.5
CN1CCN(CC(=O)NN(Cc2ccccc2)c2ccccc2)CC1
→ 0.3	-12.3	-12.0	6.0	-7.0	1.2	-0.6	-3.1	26.8
Cn1cc(/C=C/C(=O)c2ccccc2)c2ccccc21
→ -3.2	-2.8	7.8	-14.7	-9.9	-1.9	-1.7	-2.0	-7.7

More results:
Screens in order – VIM-2 inhibitor	pCIP destab	PfM18AAP inh	DNA FID counter	NS3 helicase inh	IMP-1 inh	IDE act	IDE cell inh	SUMO HTRF inh
OC(CNCc1ccccn1)c1ccccc1 (stereo unspecified)
→ 3.6	8.1	1.0	2.2	-2.3	-4.2	-5.6	-1.4	-8.8
O=C(c1ccco1)N1CCN(c2c([N+](=O)[O-])nn(-c3cccc(Cl)c3)[n+]2[O-])CC1
→ -2.7	13.4	-2.2	-4.6	7.7	7.8*	5.8	5.1	18.9
COC(=O)CN1C(=O)C(C)(C)Oc2ccc(C(=O)Nc3cccc(OC)c3)cc21
→ -0.2	5.2	2.7	-27.3	-7.1	-1.6	2.9	-0.6	0.9
CCOCCCNC(=O)C1CCC(CNS(=O)(=O)c2cccc3nsnc23)CC1 (stereo unspecified)
→ -0.1	-5.2	-3.3	-6.6	2.1	-1.9	-2.1	3.6	-3.0
Cc1ccc(CN2CCc3c(OCC(=O)Nc4cc(C)ccc4C)cccc3C2=O)cc1
→ -3.6	5.2	-2.9	1.0	-5.0	-2.5	·	8.1	-26.2
Cc1nc2cc(-c3ccccc3)nn2c(C)c1CCC(=O)N1CCN(c2ccccc2)CC1
→ 0.6	-0.1	-3.7	-0.9	-3.8	-3.8	3.3	0.7	-14.3
